Siah-1 displacement – blockers of Siah-1 interaction with plectin peptide – biochemical, fluorescence polarization, rhodamine-plectin, uHTS, primary screen (AID 1817). displacement, % at 20 µM; hits with a dose series show IC50 in µM. Siah-1 / rhodamine-plectin peptide fluorescence polarization; higher % means a stronger effect. 290,000 tested, 0.02% active;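 active means displacement of at least 50% at 20 µM, with a fluorescence ratio check between 0.3 and a set limit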;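 further: plate controls were Siah plus tracer with DMSO for no effect and tracer alone without Siah for full effect; strong numbers were not always called active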
NS5 inhibitors – Dengue-2 NS5 methyltransferase inhibitors, primary screen, biochemical, confirmation dose response (AID 588689). Dengue-2 NS5 methyltransferase capping enzyme assay, biochemical; higher % means a stronger effect. inhibition, % at 25 µM; hits with a dose series show IC50 in µM. 340,000 tested, 0.3% active; in the data active means a potency from the dose series
NOD2 inhibition – inhibition of NOD2-driven NF-kB reporter – cell-based, luminescence, uHTS, HEK293 (AID 1566); inhibition, % at 4 µM, or EC50 in µM where a hit was titrated; 290,000 tested, 0.63% active; HEK293 NOD2/NF-kB luciferase reporter, luminescence; higher % means a stronger effect; further: many of its hits are not listed in these tables
Myeloid diff MLP – myeloid differentiation induction | ER-HoxA9 myeloid progenitors, lysozyme-GFP differentiation, flow cytometry | calls only at 10 µM | 360,000 tested, 1% active;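 active means normalized GFP-positive differentiation at or above the plate's own cutoff, the solvent-only control mean plus 3 SD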;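 further: cells exposed to compound for four days before flow analysis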
LYP inhibition – PTPN22 lymphoid phosphatase activity blockers – biochemical, fluorescence intensity, uHTS (AID 1779) | 290,000 tested, 0.054% active | recombinant LYP phosphatase, fluorescence intensity; higher % means a stronger effect | one-dose inhibition, % at 11.5 µM; IC50 in µM for titrated hits;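 further: plate controls were vehicle with enzyme for no effect and no enzyme for full effect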
XIAP antagonists – small molecules displacing peptide from XIAP – biochemical, IAP family, fluorescence polarization (AID 1018). XIAP BIR domain, fluorescence polarization peptide displacement; higher % means a stronger effect. displacement, % at 20 µM, or IC50 in µM where a hit was titrated. 200,000 tested, 0.007% active; in the data active means displacement above about 50%; further: a part of the inactive calls stands beside numbers as strong as those of hits
Hep lipid drop – hepatic lipid droplet formation modulation; AML12 mouse hepatocytes, oleate lipid droplets, BODIPY imaging; inhibition, % at 6.5 µM; 240,000 tested, 0.4% active; AID 1656;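 active means lipid droplet intensity inhibited by at least 50%, with more than 500 cells counted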
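Test system: AML12 mouse liver cells; schedule: overnight exposure; technique: high-content imaging of BODIPY-stained droplets and DAPI nuclei; read-out: % inhibition of corrected integrated BODIPY droplet signal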
HIV fusion peptide – cell-free HIV fusion peptide-binding blockers – biochemical, uHTS, fluorescence dequenching, primary screen (AID 1986) | cell-free peptide binding, fluorescence dequenching, 30 min; higher % means a stronger effect | inhibition, % at 20 µM, or IC50 in µM where a hit was titrated | 290,000 tested, 0.3% active; in the data active means inhibition mostly above about 52%, no sharp cut-off; inactive means mostly below about 76%; further: some results filed as inactive read as strong as hits
AID2073 – inhibitors of Mint1-CaV2.2 protein interaction, biochemical, HTRF (AID 2073); 290,000 tested, 0.19% active; inhibition, % at 20 µM, or IC50 in µM where a hit was titrated; HTRF protein-protein interaction, Mint1-CaV2.2; higher % means a stronger effect; in the data active means inhibition mostly above about 51%, no sharp cut-off; further: some results filed as inactive read as strong as hits
Hep lipid drop cells 6.5 µM – further read-out of Hep lipid drop, marked with its call; cell count; measured here: cell count, cytotoxicity flag;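 cells counted across two imaged fields per well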
NS5 inhibitors pilot replicate – second read-out of NS5 inhibitors, no call of its own (marks repeat the call); inhibition, %; measured here: pilot screen replicate inhibition
Myeloid diff MLP GFP+ MAC1+ % – recorded beside Myeloid diff MLP, whose call it bears; GFP+ MAC1+ double positive, %; measured here: differentiation confirmed by MAC1 staining
Active calls of the source: *. Unless noted, no stated cut-off is given here; in the data, active means inhibition above about 50%; inactive means the rest. Only part of the results is shown. The share of hits here may be higher or lower than overall.

`O=C(Nc1ccc(Br)cc1)Nc1cnccn1` gave Siah-1 displacement -1%, NS5 inhibitors 1%, NOD2 inhibition -8%, Myeloid diff MLP inactive, LYP inhibition -9%, Hep lipid drop -2, HIV fusion peptide 0.0%, AID2073 3%, Hep lipid drop cells 6.5 µM 805 and Myeloid diff MLP GFP+ MAC1+ % 0.8.
O=S(=O)(Nc1ncnc2sc3c(c12)CCC3)c1cc(F)ccc1F was read as Siah-1 displacement -7%, NS5 inhibitors -9%, NOD2 inhibition 4%, Myeloid diff MLP inactive, LYP inhibition -7%, Hep lipid drop 15, HIV fusion peptide 3.8%, AID2073 29%, Hep lipid drop cells 6.5 µM 718 and Myeloid diff MLP GFP+ MAC1+ % 0.9.
CCc1nc2oc3ccc(C)cc3c(=O)c2cc1C(=O)OC was read as Siah-1 displacement 4%, NS5 inhibitors -6%, NOD2 inhibition -85%, Myeloid diff MLP inactive, LYP inhibition -6%, Hep lipid drop 16, HIV fusion peptide 0.2%, AID2073 1%, Hep lipid drop cells 6.5 µM 704 and Myeloid diff MLP GFP+ MAC1+ % 0.3.
Screening Cc1nn(C(C)C(=O)NCCCN2CCCCCC2)c(=O)c2c1sc1ccccc12 (configuration not stated) returned Siah-1 displacement 2%, NS5 inhibitors -8%, NOD2 inhibition -7%, Myeloid diff MLP inactive, LYP inhibition -13%, Hep lipid drop -18, HIV fusion peptide -0.3%, AID2073 10%, Hep lipid drop cells 6.5 µM 701 and Myeloid diff MLP GFP+ MAC1+ % 0.3.
`Cc1cc(C)c(C(=O)Nc2ccc(Br)c(C(F)(F)F)c2)c(C)c1` gave Siah-1 displacement 1%, NS5 inhibitors -8%, NOD2 inhibition 4%, Myeloid diff MLP inactive, LYP inhibition -1%, XIAP antagonists -5.5%, Hep lipid drop 4, HIV fusion peptide 2.3%, AID2073 -5%, Hep lipid drop cells 6.5 µM 645 and Myeloid diff MLP GFP+ MAC1+ % 0.3.
CCN1CCN(C(=O)c2ccc3c(c2)N(Cc2ccccc2F)C(=O)c2ccccc2S3(=O)=O)CC1 was read as Siah-1 displacement 13%, NS5 inhibitors 2%, NOD2 inhibition -3%, Myeloid diff MLP inactive, LYP inhibition -8%, Hep lipid drop -2, HIV fusion peptide -0.5%, AID2073 1%, Hep lipid drop cells 6.5 µM 739 and Myeloid diff MLP GFP+ MAC1+ % 2.5.
O=C(NCCCn1ccnc1)Nc1ccc(Cl)c(Cl)c1 was read as Siah-1 displacement 5%, NS5 inhibitors -3%, NOD2 inhibition 0%, Myeloid diff MLP inactive, LYP inhibition -8%, XIAP antagonists -3.9%, HIV fusion peptide -1.0%, AID2073 10%, NS5 inhibitors pilot replicate -7.9 and Myeloid diff MLP GFP+ MAC1+ % 1.1.
For COc1ccc(-c2cc(-c3n[nH]c(=S)n3-c3cccc4ccccc34)[nH]n2)cc1 the results were Siah-1 displacement -1%, NS5 inhibitors -2%, NOD2 inhibition -10%, Myeloid diff MLP inactive, LYP inhibition -3%, XIAP antagonists -4.1%, Hep lipid drop 20, HIV fusion peptide 9.5%, AID2073 12%, Hep lipid drop cells 6.5 µM 712 and Myeloid diff MLP GFP+ MAC1+ % 0.2.
Screening Brc1ccccc1C1=Nn2c(nnc2-c2ccccc2)SC1 returned Siah-1 displacement -2%, NS5 inhibitors 9%, NOD2 inhibition 9%, Myeloid diff MLP inactive, LYP inhibition -1%, XIAP antagonists 0.4%, HIV fusion peptide -1.2%, AID2073 13% and Myeloid diff MLP GFP+ MAC1+ % 0.9.
Cc1cc[n+](CC(=O)c2cccc([N+](=O)[O-])c2)c2ccccc12 was read as Siah-1 displacement -3%, NS5 inhibitors -10%, NOD2 inhibition 12%, Myeloid diff MLP inactive, LYP inhibition -14%, Hep lipid drop -5, HIV fusion peptide 3.8%, AID2073 8%, Hep lipid drop cells 6.5 µM 763 and Myeloid diff MLP GFP+ MAC1+ % 0.2.
Cc1cccc(NC(=S)NCc2ccccn2)c1 was read as Siah-1 displacement -2%, NS5 inhibitors -10%, NOD2 inhibition 19%, Myeloid diff MLP inactive, LYP inhibition -8%, XIAP antagonists -5.3%, HIV fusion peptide 1.4%, AID2073 -2% and Myeloid diff MLP GFP+ MAC1+ % 0.2.
`CCOC(=O)N1CCN(c2cc(=O)n(-c3ccc(Br)cc3)c(=O)[nH]2)CC1` gave Siah-1 displacement 1%, NS5 inhibitors 0%, NOD2 inhibition -4%, Myeloid diff MLP inactive, LYP inhibition -2%, XIAP antagonists -2.4%, Hep lipid drop 4, HIV fusion peptide -0.4%, AID2073 6%, Hep lipid drop cells 6.5 µM 613 and Myeloid diff MLP GFP+ MAC1+ % 1.4.
Screening O=C(Nc1ccc(S(=O)(=O)NC2=NCCCCC2)cc1)c1ccc(=O)[nH]c1 returned Siah-1 displacement 2%, NS5 inhibitors -2%, NOD2 inhibition -3%, Myeloid diff MLP inactive, LYP inhibition -2%, XIAP antagonists -2.4%, Hep lipid drop -4, HIV fusion peptide 4.6%, AID2073 24%, Hep lipid drop cells 6.5 µM 676 and Myeloid diff MLP GFP+ MAC1+ % 0.3.
O=C(CSC(=S)N1CCCCC1)N1N=CCC1c1ccccc1 (configuration not stated) was read as Siah-1 displacement -1%, NS5 inhibitors 5%, NOD2 inhibition -22%, Myeloid diff MLP inactive, LYP inhibition 2%, XIAP antagonists -2.1%, Hep lipid drop -5, HIV fusion peptide -0.3%, AID2073 5%, Hep lipid drop cells 6.5 µM 781 and Myeloid diff MLP GFP+ MAC1+ % 0.6.
Screening Cc1sc2nc(SC3CCOC3=O)n(Cc3ccccc3)c(=O)c2c1C (configuration not stated) returned Siah-1 displacement 4%, NS5 inhibitors -12%, NOD2 inhibition 20%, Myeloid diff MLP inactive, LYP inhibition 2%, XIAP antagonists -4.4%, Hep lipid drop 4, HIV fusion peptide 0.7%, AID2073 10%, Hep lipid drop cells 6.5 µM 676 and Myeloid diff MLP GFP+ MAC1+ % 1.0.
Screening Cc1ccc2oc(=O)c3cnn(CC(=O)N(CCC(C)C)Cc4ccco4)c3c2c1 returned Siah-1 displacement 0%, NS5 inhibitors -1%, NOD2 inhibition 9%, Myeloid diff MLP inactive, LYP inhibition -5%, XIAP antagonists -1.1%, HIV fusion peptide -0.4%, AID2073 3% and Myeloid diff MLP GFP+ MAC1+ % 5.4.
For CCC(C)(C)NC(=O)CN(CCc1cccc(C)c1)C(=O)c1csnn1 the results were Siah-1 displacement 2%, NS5 inhibitors 2%, NOD2 inhibition 5%, Myeloid diff MLP inactive, LYP inhibition -4%, XIAP antagonists 0.4%, Hep lipid drop 24, HIV fusion peptide -0.1%, AID2073 11%, Hep lipid drop cells 6.5 µM 657 and Myeloid diff MLP GFP+ MAC1+ % 0.7.
COc1cccc(NC(=O)CSc2ccc3nnc(-c4ccccn4)n3n2)c1 was read as Siah-1 displacement 0%, NS5 inhibitors -5%, NOD2 inhibition 14%, Myeloid diff MLP inactive, LYP inhibition -5%, Hep lipid drop 28, HIV fusion peptide -0.3%, AID2073 8%, Hep lipid drop cells 6.5 µM 717 and Myeloid diff MLP GFP+ MAC1+ % 0.0.
For CC(=O)c1cccc(S(=O)(=O)NC2CC2)c1 the results were Siah-1 displacement -8%, NS5 inhibitors 3%, NOD2 inhibition 4%, Myeloid diff MLP inactive, LYP inhibition -5%, XIAP antagonists -6.6%, Hep lipid drop -6, HIV fusion peptide -1.0%, AID2073 -4%, Hep lipid drop cells 6.5 µM 625 and Myeloid diff MLP GFP+ MAC1+ % 0.6.
For CC(C)(C)C(=O)COC(=O)c1ccc(N)c([N+](=O)[O-])c1 the results were Siah-1 displacement 2%, NS5 inhibitors -6%, NOD2 inhibition 3%, Myeloid diff MLP inactive, LYP inhibition -4%, XIAP antagonists -7.2%, Hep lipid drop 12, HIV fusion peptide -2.3%, AID2073 -6%, Hep lipid drop cells 6.5 µM 666 and Myeloid diff MLP GFP+ MAC1+ % 0.5.

A draw from above in order of length of the SMILES, low to high.
For CC(=O)c1cccc(S(=O)(=O)NC2CC2)c1 the results were Siah-1 displacement -8%, NS5 inhibitors 3%, NOD2 inhibition 4%, Myeloid diff MLP inactive, LYP inhibition -5%, XIAP antagonists -6.6%, Hep lipid drop -6, HIV fusion peptide -1.0%, AID2073 -4%, Hep lipid drop cells 6.5 µM 625 and Myeloid diff MLP GFP+ MAC1+ % 0.6.
Screening Cc1sc2nc(SC3CCOC3=O)n(Cc3ccccc3)c(=O)c2c1C (configuration not stated) returned Siah-1 displacement 4%, NS5 inhibitors -12%, NOD2 inhibition 20%, Myeloid diff MLP inactive, LYP inhibition 2%, XIAP antagonists -4.4%, Hep lipid drop 4, HIV fusion peptide 0.7%, AID2073 10%, Hep lipid drop cells 6.5 µM 676 and Myeloid diff MLP GFP+ MAC1+ % 1.0.
For CC(C)(C)C(=O)COC(=O)c1ccc(N)c([N+](=O)[O-])c1 the results were Siah-1 displacement 2%, NS5 inhibitors -6%, NOD2 inhibition 3%, Myeloid diff MLP inactive, LYP inhibition -4%, XIAP antagonists -7.2%, Hep lipid drop 12, HIV fusion peptide -2.3%, AID2073 -6%, Hep lipid drop cells 6.5 µM 666 and Myeloid diff MLP GFP+ MAC1+ % 0.5.

(further entries)
`COc1ccc(C2C(C(C)=O)=C(C)Nc3ncnn32)cc1[N+](=O)[O-]` (configuration not stated) gave Siah-1 displacement -2%, NS5 inhibitors 1%, NOD2 inhibition -6%, Myeloid diff MLP inactive, LYP inhibition -4%, Hep lipid drop 8, HIV fusion peptide 0.7%, AID2073 6%, Hep lipid drop cells 6.5 µM 426 and Myeloid diff MLP GFP+ MAC1+ % 0.8.
`CC(=O)Nc1ccc(S(=O)(=O)N(C#N)c2nc(C)cc(C)n2)cc1` gave Siah-1 displacement -2%, NS5 inhibitors -5%, NOD2 inhibition -2%, Myeloid diff MLP inactive, LYP inhibition -7%, Hep lipid drop 8, HIV fusion peptide 0.8%, AID2073 13%, Hep lipid drop cells 6.5 µM 856 and Myeloid diff MLP GFP+ MAC1+ % 1.0.
Screening N#CC1=C(SCc2ccccc2)NC(=O)CC1c1cccc(O)c1 (configuration not stated) returned Siah-1 displacement 0%, NS5 inhibitors -1%, NOD2 inhibition 13%, Myeloid diff MLP inactive, LYP inhibition 5%, XIAP antagonists -3.6%, HIV fusion peptide 1.2%, AID2073 -7% and Myeloid diff MLP GFP+ MAC1+ % 4.4.
`COc1ccccc1CC1CC(=O)N(c2cccc(Cl)c2C)C1=O` (configuration not stated) gave Siah-1 displacement -1%, NS5 inhibitors -4%, NOD2 inhibition 9%, Myeloid diff MLP inactive, LYP inhibition -11%, Hep lipid drop 4, HIV fusion peptide 0.0%, AID2073 14%, Hep lipid drop cells 6.5 µM 858 and Myeloid diff MLP GFP+ MAC1+ % 1.2.
CCCOC(=O)c1ccc(NC(=O)C(=O)NCCN(CC)CC)cc1 was read as Siah-1 displacement 2%, NS5 inhibitors -7%, NOD2 inhibition 0%, Myeloid diff MLP inactive, LYP inhibition -9%, XIAP antagonists 13%, Hep lipid drop 11, HIV fusion peptide -2.4%, AID2073 -10%, Hep lipid drop cells 6.5 µM 698 and Myeloid diff MLP GFP+ MAC1+ % 0.3.

Screening data deposited in PubChem BioAssay by several laboratories.
